# Screening results deposited in PubChem by National Center for Advancing Translational Sciences (NCATS).
# Epigenetic mod: derepresses silenced GFP locus in mouse C127i cells. mouse C127i GFP locus derepression, cytometry, 30 h. Potency, µM (top dose mostly 46.1 µM), for inactives: top-dose GFP derepression (activation). 68,000 tested, 0.09% active. AID 597; note: % of control where 0% means no effect
#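 Read-out is the number of GFP-positive cells, scored as fluorescent objects 20 to 120 um wide, reflecting derepression of a silenced CMV-GFP reporter in murine C127i cells after 30 h compound exposure at 37 C.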
# HBB splice mod: alters splicing of the hemoglobin beta chain; HBB splicing reporter cell assay, activation; EGFP reporter with mutant IVS2-654 intron; response scale: normalised to 500 nM splice-correcting PNA; Potency, µM (doses to about 46.1 µM), inactives show at the top dose activation, most hits filed as activators; 65,000 tested, 0.06% active; AID 925; note: potency is the fitted concentration of half-maximal effect; 0% is about no effect
#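 Compounds were applied for 2 days to HeLa EGFP-654 cells, 500/well in Optimem with 2% FCS. The reporter's EGFP is disrupted by mis-splicing of beta-globin intron IVS2-654. Readout: summed well GFP fluorescence from 488 nm laser scanning; reference was 500 nM antisense […] 654 PNA.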
# CRE Fsk mod: CRE-bla signaling modulation under forskolin stimulation; CHO CRE-bla reporter (cAMP response element driving beta-lactamase), forskolin EC10, beta-lactamase ratio; Potency, µM (highest dose often 38.2 µM), for the others: at the top dose activity change, negative = inhibition, most hits filed as activators; 71,000 tested, 2.5% active; AID 662; active = well fitted activation curve with a large enough effect in the signal ratio, with a control signal flat, not every such curve was filed as active; inconclusive = small, poorly fitted or top-dose-only effect, or effect the other way, or a change in a side signal; the % refers to the signal ratio; note: potency is the fitted concentration of half-maximal effect; % of control where 0% means no effect
#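 Using CellSensor CRE-bla CHO cells in Opti-MEM with 0.5% dialyzed FBS, compounds were titrated with EC10 NKH 477 for 3 h at 37 °C. CCF4 ratio (460/530 nm) gave %Activity; AC50 derived.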
# ALOX15 inhib: 15-hLO (ALOX15) enzyme inhibition | P16050 | purified 15hLO-1, xylenol orange hydroperoxide absorbance | Potency, µM (highest dose often 57.1 µM), without a hit: at the highest dose activity change, negative = inhibition, actives largely listed as inhibitors | 74,000 tested, 1.4% active; note: potency is the fitted concentration of half-maximal effect; % is set by controls: 0 for no effect and ±100 for the full control effect; nearly all actives have a fitted effect of over 55% in size
#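 40 nM 15hLO-1 + cpd, 15 min RT; start w/ 50 uM AA (final), 6 min RT; stop/detect w/ 200 uM XO + 300 uM Fe(II) in 50 mM H2SO4, 30 min; A573/A405. Buffer 25 mM Hepes pH 7.5, 0.01% Triton X-100. No-enzyme wells as negative control.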
# UbGFP stabilizer: ubiquitin-GFP accumulation via proteasome inhibition; Ubiquitin-GFP reporter cells, proteasome inhibition, GFP fluorescence; response scale: untreated = 0%, 10 µM MG-132 = 100%; Potency, µM (doses to about 45.9 µM), for the others: at the highest dose activation (GFP accumulation), most hits filed as activators; 67,000 tested, under 10 active; active = well fitted activation curve with a large enough effect, not every such curve was filed as active; inconclusive = small, poorly fitted or top-dose-only effect, or another doubt; inactive = no such curve, though single readings can be large or run the other way; note: potency is the fitted concentration of half-maximal effect
#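 Proteasome block read as GFP accumulation: ubiquitin(G76V)-GFP U2OS cells exposed to compound (2.9 nM–46 uM) for 4 hr at 37 C. Normalization used untreated cells as 0% and 10 uM MG-132 as 100%; concentration-response curves fitted.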
# A350 fluor: A350 region autofluorescence | AID 590 | 59,000 tested, 11% active | Compound autofluorescence, 340/450 nm, Alexa 350 dye-equivalents; hits give high values | max dye-equivalent concentration, M; in the data active = max dye-equivalent concentration above about 10 nM; inconclusive = mostly about 1.1 nM to 9.6 nM
# BRCT inh red: disrupts BRCA1 BRCT binding to phosphoprotein, red fluorophore readout; P38398; BRCT-phosphopeptide binding, red fluorescence polarization; Potency, µM (series often up to 76.9 µM), inactives show top-dose activity change, negative = inhibition, most hits filed as inhibitors; 75,000 tested, 0.03% active; note: % is set by controls: 0 for no effect and ±100 for the full control effect
# Target sequence (P38398 whole entry, looked up): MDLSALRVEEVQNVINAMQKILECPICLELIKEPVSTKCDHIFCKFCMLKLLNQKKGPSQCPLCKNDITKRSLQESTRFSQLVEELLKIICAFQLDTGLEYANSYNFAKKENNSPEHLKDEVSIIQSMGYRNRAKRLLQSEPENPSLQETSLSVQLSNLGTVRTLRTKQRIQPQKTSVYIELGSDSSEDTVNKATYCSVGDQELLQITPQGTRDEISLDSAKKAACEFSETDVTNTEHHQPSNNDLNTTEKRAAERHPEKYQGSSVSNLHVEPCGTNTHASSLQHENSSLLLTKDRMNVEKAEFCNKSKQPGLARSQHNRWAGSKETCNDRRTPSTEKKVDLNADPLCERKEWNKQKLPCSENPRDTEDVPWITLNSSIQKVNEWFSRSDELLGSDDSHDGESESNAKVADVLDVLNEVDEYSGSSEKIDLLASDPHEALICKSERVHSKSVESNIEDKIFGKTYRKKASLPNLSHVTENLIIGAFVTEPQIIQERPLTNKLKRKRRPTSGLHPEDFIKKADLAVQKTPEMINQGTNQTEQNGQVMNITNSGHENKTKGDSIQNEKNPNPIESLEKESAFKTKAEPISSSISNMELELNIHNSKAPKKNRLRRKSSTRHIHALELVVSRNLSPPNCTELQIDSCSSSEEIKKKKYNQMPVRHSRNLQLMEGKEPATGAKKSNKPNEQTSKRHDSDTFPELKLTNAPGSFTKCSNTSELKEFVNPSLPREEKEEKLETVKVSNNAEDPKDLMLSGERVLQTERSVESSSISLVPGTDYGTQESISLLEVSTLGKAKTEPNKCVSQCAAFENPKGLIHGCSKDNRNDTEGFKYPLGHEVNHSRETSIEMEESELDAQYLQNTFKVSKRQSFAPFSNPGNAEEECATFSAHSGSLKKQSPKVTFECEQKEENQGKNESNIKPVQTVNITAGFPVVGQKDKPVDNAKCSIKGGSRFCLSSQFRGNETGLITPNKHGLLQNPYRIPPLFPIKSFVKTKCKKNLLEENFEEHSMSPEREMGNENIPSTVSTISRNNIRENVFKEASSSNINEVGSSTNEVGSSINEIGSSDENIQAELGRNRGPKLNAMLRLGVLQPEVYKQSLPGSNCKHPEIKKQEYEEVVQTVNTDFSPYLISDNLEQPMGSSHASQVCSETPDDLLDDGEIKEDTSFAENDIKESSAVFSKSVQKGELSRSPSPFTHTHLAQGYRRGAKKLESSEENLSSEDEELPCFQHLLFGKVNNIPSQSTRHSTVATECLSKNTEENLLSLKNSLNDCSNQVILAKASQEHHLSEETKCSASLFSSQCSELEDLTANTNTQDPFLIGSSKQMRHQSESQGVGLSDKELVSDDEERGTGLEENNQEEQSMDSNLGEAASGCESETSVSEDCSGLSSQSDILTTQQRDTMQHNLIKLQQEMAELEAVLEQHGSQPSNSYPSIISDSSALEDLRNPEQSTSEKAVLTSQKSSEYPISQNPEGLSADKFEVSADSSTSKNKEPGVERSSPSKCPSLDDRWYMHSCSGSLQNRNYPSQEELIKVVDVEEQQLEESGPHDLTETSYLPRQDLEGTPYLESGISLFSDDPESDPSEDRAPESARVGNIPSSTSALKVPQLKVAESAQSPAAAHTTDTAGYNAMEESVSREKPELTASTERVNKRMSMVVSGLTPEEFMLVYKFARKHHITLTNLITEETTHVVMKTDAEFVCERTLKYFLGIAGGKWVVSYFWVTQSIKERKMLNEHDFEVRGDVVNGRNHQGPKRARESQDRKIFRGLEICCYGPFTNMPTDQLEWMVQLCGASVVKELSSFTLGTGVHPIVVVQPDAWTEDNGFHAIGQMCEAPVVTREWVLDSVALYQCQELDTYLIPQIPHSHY
#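 Rhodamine-labelled pBACH1 10-mer (100 nM) bound to BRCT domain (100 nM) at pH 7.3; compounds incubated 12 min room temperature, polarization read. Free peptide defines full inhibition; unlabelled decapeptide titrated as control.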
# DNA Pol III inh: inhibitors of bacterial DNA polymerase III holoenzyme; reconstituted DNA polymerase III holoenzyme replication, biochemical; Potency, µM (highest dose often 57.1 µM), for inactives: at the highest dose activity change, negative = inhibition; 71,000 tested, 0.25% active; AID 603; note: potency is the fitted concentration of half-maximal effect; % is set by controls: 0 for no effect and ±100 for the full control effect
#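 Reconstituted *E. coli* holoenzyme (0.35 nM Pol III, 1 nM beta, 154 nM SSB, 2 nM primase) was preincubated with compound for 15 min at RT. Synthesis on 1.4 nM ssM13Gori ran 35 min, then was stopped with PicoGreen/EDTA and read as dsDNA fluorescence.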
# Hsp90 Hop PPI: changes Hsp90-Hop TPR2A binding signal, up or down; 71,000 tested, 0.44% active; AlphaScreen TPR2A-His6 binding biotin-Hsp90 C-terminal peptide; Potency, µM (highest dose often 57 µM), for the others: top-dose activity change, negative = inhibition; AID 595; active = well fitted curve in either direction with a large enough effect; inconclusive = small, poorly fitted or top-dose-only effect, or another doubt; note: potency is the fitted concentration of half-maximal effect; % is set by controls: 0 for no effect and ±100 for the full control effect; many of its hits are not listed in these tables
# BRCT PPI green: blocks human BRCA1 BRCT binding to phosphopeptide, green readout. AID 875. Potency, µM (doses to about 76.9 µM), without a hit: at the highest dose activity change, negative = inhibition, usual class: inhibitors. BRCA1 BRCT-phosphopeptide binding, green fluorescence polarization. 75,000 tested, 0.05% active. P38398;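 note: potency is the fitted concentration of half-maximal effect; plate controls were peptide without protein for full effect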
#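 Fluorescence polarization: His-tagged BRCT (~35 kDa BRCA1 C-terminus, 250 nM) bound to 100 nM fluorescein-labeled phosphorylated 10-aa BACH1 peptide, pH 7.3 phosphate buffer with DTT and Tween 20. Compounds incubated 12 min at room temperature; inhibition read as lowered polarization.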
# 4MU fluor: 4-MU region autofluorescence; compound autofluorescence, 340/450 nm, 4-MU equivalents; hits give high values; max dye-equivalent concentration, M; AID 589; 59,000 tested, 11% active; in the data active = max dye-equivalent concentration above about 10 nM; inconclusive = mostly about 1.1 nM to 9.6 nM
#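 Intrinsic fluorescence at 340/450 nm (ex/em) was read after 15 min at room temperature in pH 8.0, 100 mM Tris. Each compound concentration expressed as 4-MU-equivalent concentration from a six-point 4-MU standard series on each plate.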
# Active calls of the source: *; i = inactive; u = inconclusive; x = not tested or not shown; [ ] = another dose, or the depositor's remark. Unless noted, calls come from the whole dose curve; as a rule, active = well fitted curve in the direction sought with a large enough effect; inconclusive = small, poorly fitted or top-dose-only effect, or another doubt; inactive = no such curve, though single readings can be large; an effect the other way counts as inactive or inconclusive.
Structure	Epigenetic mod	HBB splice mod	CRE Fsk mod	ALOX15 inhib	UbGFP stabilizer	A350 fluor	BRCT inh red	DNA Pol III inh	Hsp90 Hop PPI	BRCT PPI green	4MU fluor
CC(=O)N1C(=O)C2(C(C#N)=C(N)Oc3c2c(C)nn3-c2ccccc2)c2ccccc21 (configuration not stated)	-1.9%	0.1%[57.5 µM]	-16.8%	-9.1%	1.0%	i	-1.5%	-4.9%	-4.7%	-1.3%	i
C[C@H](N)c1nnc(SCc2ccc(Cl)cc2Cl)o1	2.1%	-0.8%[57.5 µM]	0.0%	4.1%	-8.9%	u	0.2%	-3.9%	-3.4%	-1.8%	i
CCOC(=O)N1CCN(C(=O)C2CCN(S(=O)(=O)N(CC)CC)CC2)CC1	2.1%	3.3%[57.5 µM]	u	0.3%	0.9%	i	-0.5%	0.6%	-2.7%	-2.1%	i
Cc1cc(C)n(C(CC(=O)N2CCc3ccccc3C2)C(=O)O)n1 (configuration not stated)	-0.6%	-0.2%	-4.6%	4.5%	-1.2%	x	0.8%	1.1%	-1.0%	-2.6%	x
Cc1cc(C(=O)OCC(=O)N2CCc3ccccc32)c(C)o1	-5.7%	-0.1%[57.5 µM]	2.5%	1.0%	5.7%	i	-1.4%	-2.5%	-2.1%	-1.3%	i
Cc1ccc(C(=O)Nc2ccc(Cl)cn2)cc1S(=O)(=O)N1CCOCC1	4.7%	0.7%	7.5%	-4.4%	-6.2%	x	0.0%	4.0%	-1.3%	0.0%	x
CCc1ccc(S(=O)(=O)NCc2csc(C)n2)s1	0.0%	-0.7%	-1.0%	-5.6%	-5.1%	i	-0.1%	-3.7%	-1.1%	-0.4%	i
COC(=O)Cc1c[nH]c2ccc(OCC(O)CNC(C)C)cc12 (configuration not stated)	2.6%	0.8%[57.5 µM]	7.5%	4.3%	2.4%	i	1.8%	-6.6%	-1.1%	-1.5%	i
COc1ccc(-c2nnc(SCC(=O)N3CCOCC3)o2)cc1OC	-5.0%	-1.3%	16.5%	3.4%	13.3%	x	-2.4%	-3.3%	-3.9%	-0.4%	x
CN(C)S(=O)(=O)N1CCN(CC(O)COc2ccc3cc(Br)ccc3c2)CC1 (configuration not stated)	-2.7%	-0.9%	-20.1%	u	4.2%	i	-1.4%	-2.6%	-5.8%	-4.3%	i
Cc1nn(-c2ccccc2)c(C)c1C(=O)Nc1nnc(-c2ccco2)o1	u	1.3%	-5.1%	16.5%	-20.2%	i	-0.9%	-4.6%	-29.5%	-1.5%	i
Cc1ccc(N2CC(C(N)=O)CC2=O)cc1 (configuration not stated)	1.2%	x	0.3%	3.7%	15.0%	i	2.1%	-5.8%	-0.7%	-3.1%	i
CCOC(=O)c1ccc(S(=O)(=O)N2CCN(CC3CC=CCC3)CC2)cc1 (configuration not stated)	0.0%	2.9%	2.9%	-29.1%	-3.9%	i	-0.8%	-4.1%	-1.9%	-2.1%	i
O=c1c(-c2ccc(Cl)cc2)nc2cnc(N3CCOCC3)nc2n1C1CC1	-1.4%[9.22 µM]	1.2%	u	4.7%	-5.3%	1.03e-08M*	0.2%	-1.0%	-4.1%	0.4%	u
O=C(Nc1ccccc1C1CC1)c1cccs1	-1.8%	-0.4%	0.9%	-0.2%	1.1%	x	0.5%	-5.9%	3.1%	-2.3%	x
CCOC(=O)N1CCN(C(=O)C(NS(=O)(=O)c2cccc3nsnc23)c2ccccc2)CC1 (configuration not stated)	-2.9%	0.3%	-16.3%	5.0%	11.4%	i	0.1%	-1.1%	-3.5%	-2.9%	i
CC(C)(CSc1nncn1/N=C/c1ccco1)NS(=O)(=O)c1ccc(Cl)cc1	-0.3%	-0.6%[57.5 µM]	0.2%	-0.9%	-1.7%	i	-0.5%	-1.3%	-4.9%	0.5%	i
CCn1c(=O)n(CC(=O)NCc2ccccc2OC)c(=O)c2ccccc21	-0.2%	-0.6%	-1.5%	-8.6%	0.0%	i	-2.0%	2.4%	0.1%	-1.2%	i
COc1ccccc1OCC(=O)NCCc1nc2ccccc2[nH]1	-2.0%	-1.2%	-0.1%	3.8%	4.3%	x	-0.3%	4.3%	-4.3%	1.2%	x
COC(=O)[C@@]1(Cc2ccc(F)cc2)[C@H]2c3cc(C(=O)N(C)C)n(Cc4ccccc4)c3C[C@H]2CN1C(=O)c1ccccc1	x	0.5%	-5.1%	x	x	x	-1.6%	-4.0%	-21.0%	4.8%	x
CC(C)NC(=O)CSc1nncn1-c1ccccc1	-1.5%	-4.3%	3.5%	-5.2%	-3.5%	i	2.2%	0.0%	-1.8%	0.5%	i
Cn1cccc1C(=O)N1CCC2(CC1)CN(c1ccccn1)C2	2.3%[9.22 µM]	2.5%	u	5.7%	6.7%	i	1.4%	-5.0%	-4.5%	-0.5%	i
O=C(Nc1ccccc1OC(F)F)c1ccc(F)cc1	-1.7%	-1.1%	-1.0%	5.0%	1.3%	i	-1.3%	7.2%	0.8%	-1.8%	i
O=C(CN1CCN(C(c2ccccc2)c2ccccc2)CC1)N1CCOCC1	-1.2%	-1.0%	-14.8%	-0.4%	-0.5%	i	-0.9%	-2.8%	-1.5%	-2.0%	i
Cc1ccc(NCc2nnc(SCC(=O)Nc3ncc(C)s3)n2CC2CCCO2)c(C)c1 (configuration not stated)	3.8%	x	6.8%	-0.8%	-1.1%	i	-1.2%	-7.0%	-4.8%	-0.5%	i
CN(C(=O)COC(=O)c1ccccc1Nc1ccccc1)C1CCS(=O)(=O)C1 (configuration not stated)	8.3%	-0.8%	u	6.9%	-2.6%	u	-2.1%	-2.6%	0.8%	0.1%	u
O=C(NCc1cccs1)c1ccc2c(c1)OCCO2	-3.2%	-0.2%	-10.0%	0.9%	0.9%	i	-1.2%	-5.6%	-1.6%	-0.5%	i
Cc1ccc(-c2csc3nc(=O)c(C)nn23)cc1	0.0%	2.7%	4.8%	4.1%	-2.7%	u	0.6%	-8.4%	-0.1%	2.6%	u
NC(=O)C1C(c2ccccc2)=C1c1ccccc1	-1.9%	-0.1%[9.22 µM]	0.6%	-1.6%	21.7%	x	-2.3%	-1.4%	-3.3%	1.0%	x
CCOC(=O)C1CCCN(Cc2ccc(O)c(OC)c2)C1 (configuration not stated)	0.0%	-1.4%[0.0738 µM]	u	-2.7%[11.4 µM]	20.8%[9.17 µM]	x	-0.1%	6.2%[11.4 µM]	-9.1%[11 µM]	-1.6%	x
CCC1Oc2ccc(C)cc2N(CC(=O)NCc2cc(OC)ccc2OC)C1=O (configuration not stated)	-2.1%	-3.9%[57.5 µM]	-4.6%	-7.0%	3.4%	i	1.3%	-1.0%	1.6%	-1.5%	i
COc1ccccc1NC(=O)N1CCCC1C(=O)NC1CCCCC1 (configuration not stated)	-1.7%	x	-0.4%	-3.9%	1.2%	i	1.5%	0.4%	1.0%	-0.1%	i
COc1ccc(NC(=O)CN2CCC(n3c(C)nc4cc(F)ccc43)CC2)c(OC)c1	2.6%	3.9%	0.398µM*	1.2%	-4.4%	i	0.5%	-4.3%	-2.7%	-3.1%	i
CS(=O)(=O)N1CCC(C(=O)Nc2ccccc2F)CC1	-2.7%	1.0%	u	7.5%	8.2%	i	0.5%	-3.8%	-3.5%	-1.9%	i
COc1ccccc1N1CCN(CC(=O)Nc2c(C)n[nH]c2C)CC1	-1.3%	-0.2%[57.5 µM]	-9.0%	5.2%	1.1%	i	-0.7%	0.9%	-1.8%	0.4%	i
CCN(CC)C(=O)Cn1nc(-c2ccccc2O)nc1SCC(=O)Nc1ccc(OC)cc1	0.0%	-0.1%[57.5 µM]	0.2%	6.5%	-1.1%	i	0.2%	-12.6%	-4.0%	0.2%	i
Cc1ccnc(NC(=O)C2CCN(S(=O)(=O)c3cccc4nonc34)CC2)c1	-1.2%	-2.9%	u	-0.2%	6.2%	i	-0.7%	0.8%	-7.3%	-0.6%	i
O=C(c1cccc(F)c1)N1CCN(c2cccc(Cl)c2)CC1	-2.7%	-1.9%	u	-5.6%	-2.5%	i	0.0%	-8.7%	-1.7%	-0.1%	i
COC(=O)c1ccc(CSc2nnc3ccccn23)o1	2.3%	0.3%[57.5 µM]	-4.0%	3.5%	0.4%	i	1.5%	-1.3%	-5.9%	0.5%	i
CCOc1ccc(-c2nc(CSCC(=O)NCCN3CCOCC3)c(C)o2)cc1	-2.9%	-0.7%	-25.8%	-6.3%	4.2%	i	1.0%	0.8%	-2.1%	-0.1%	i
